ROS inducer: raises reactive oxygen species in U2OS cancer cells; U2OS ROS induction, H2DCF-DA fluorescence; ROS induction (% of piperlongumine), % at 10 µM; hit rate 2% among 46,000; AID 624156; in the data active = ROS induction above about 79%, passing the limit was not always enough; inconclusive = no clear call, values can overlap the other calls;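 also: 0% = DMSO vehicle median and 100% = reference compound median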
* = called active by the depositor; ? = inconclusive. This is a subset; rates above refer to the full screens.

Compound | ROS inducer
C[C@@H]1CCCCO[C@@H](CN(C)Cc2ccc(C(=O)O)cc2)[C@@H](C)CN([C@H](C)CO)C(=O)c2cc(NC(=O)Nc3ccccc3)ccc2O1 | 53
CNC[C@@H]1OCc2cnnn2CCCC(=O)N([C@@H](C)CO)C[C@H]1C | -21
C[C@H]1CN([C@@H](C)CO)C(=O)Cc2cc(NC(=O)NC3CCCCC3)ccc2O[C@H]1CN(C)C(=O)Nc1ccc2c(c1)OCO2 | -13
C[C@@H]1CN([C@H](C)CO)C(=O)CCCn2nncc2CO[C@@H]1CN(C)C(=O)Nc1ccc(F)cc1 | -21
CC(C)Cc1ccc(/C=C/C(=O)N2CCN(C/C=C/c3ccccc3)CC2)cc1 | 0
Cc1ccc(NC(=O)Cn2cc(C(=O)c3cccs3)c3ccccc32)cc1Cl | 8
C[C@H]1CN([C@@H](C)CO)C(=O)c2cccc(NS(=O)(=O)c3ccccc3)c2O[C@H]1CN(C)Cc1ccc(-c2ccccc2)cc1 | 18
O=C1c2ccccc2C(=O)C1C1c2ccccc2Oc2ccccc21 | 35
C[C@@H]1CCCCO[C@@H](CN(C)Cc2ccc(C(F)(F)F)cc2)[C@@H](C)CN([C@H](C)CO)C(=O)c2cc(NS(=O)(=O)c3ccccc3)ccc2O1 | 13
C[C@@H]1CN([C@@H](C)CO)C(=O)Cc2cc(NC(=O)Nc3ccc(C(F)(F)F)cc3)ccc2O[C@@H]1CN(C)Cc1ccc(-c2ccccc2)cc1 | 5
COc1ccc(NC(=O)N(C)C[C@@H]2Oc3ccc(NC(=O)Nc4ccc(C(F)(F)F)cc4)cc3CC(=O)N([C@@H](C)CO)C[C@@H]2C)cc1 | -1
C[C@H]1CN([C@@H](C)CO)C(=O)c2cc(NC(=O)CCC(F)(F)F)ccc2O[C@@H]1CN(C)C(=O)Nc1ccccc1 | 2
C[C@H]1CN([C@@H](C)CO)C(=O)c2cccc(NC(=O)C3CCCCC3)c2O[C@H]1CN(C)Cc1ccc2c(c1)OCO2 | -8
CC1(C)ONC(=O)N(c2ccccc2)C1=O | 5
CC1(C)c2ccccc2N2CC(=O)NC21/C=C/c1ccc(N2CCOCC2)cc1 (stereo unspecified) | 4
C[C@@H]1CN([C@H](C)CO)C(=O)c2cc(NC(=O)Nc3ccc4c(c3)OCO4)ccc2O[C@@H]1CN(C)Cc1ccncc1 | -7
Cn1c(SCc2ccccc2C#N)nnc1-c1ccc(NC(=O)c2ccc(F)cc2)cc1 | 7
COc1ccc(S(=O)(=O)N(C)C[C@H]2Oc3ccc(NC(=O)Nc4ccc5c(c4)OCO5)cc3CC(=O)N([C@@H](C)CO)C[C@H]2C)cc1 | 9
Cc1noc(C)c1NC(=O)Nc1ccc2c(c1)C(=O)N([C@@H](C)CO)C[C@@H](C)[C@@H](CN(C)S(=O)(=O)c1ccc(Cl)cc1)O2 | -6
Cc1ccc(S(=O)(=O)N(C)C[C@@H]2Oc3ccc(NC(=O)c4ccncc4)cc3C(=O)N([C@@H](C)CO)C[C@@H]2C)cc1 | -7
CCOC(=O)Cc1c(C)[nH]c(C(=O)OCC)c1CC(=O)OCC | 13
C[C@H](CO)N1C[C@H](C)[C@H](CN(C)Cc2ccccc2)Oc2c(NC(=O)c3ccncc3)cccc2C1=O | -12
Cc1cc(NC(=O)CN(c2cc(Cl)ccc2C)S(C)(=O)=O)ccc1Br | 4
Cc1ccc(N(C(C)C(=O)Nc2ccccc2-c2ccccc2)S(C)(=O)=O)cc1 (stereo unspecified) | -7
O=C(O)CSc1n[nH]c(-c2cccs2)n1 | 36
C[C@@H]1CN([C@H](C)CO)C(=O)c2cc(NC(=O)CCCCCC(=O)Nc3ccccc3N)ccc2O[C@H]1CN(C)Cc1ccc(-c2ccccc2)cc1 | 0
C[C@H]1CN([C@@H](C)CO)C(=O)c2cc(NC(=O)Nc3ccccc3)ccc2O[C@@H]1CN(C)S(=O)(=O)c1ccccc1 | 10
C=C1[C@H]2CC[C@]3(O)[C@@](CC[C@@H]4[C@](C)(C(=O)O)CCC[C@]43C)(C2)[C@H]1OC(=O)/C(C)=C\C | -7
COc1ccccc1OCC(O)CN1CCN(CC(=O)Nc2c(C)cccc2C)CC1 (stereo unspecified) | -11
C=CCN1C(=O)C(O)(CC(=O)c2ccc(OC)c([N+](=O)[O-])c2)c2ccccc21 (stereo unspecified) | -6
CC(=O)NCCc1csc(-c2ccccc2)n1 | -16
Cc1ccc(NC(=O)C(C)NS(=O)(=O)c2ccc(F)cc2)c(C)c1 (stereo unspecified) | -13
Cc1cccc(NC(=O)CSc2nnc3c4ccccc4nc(-c4ccccc4)n23)c1 | 63
CC(C)c1ccc(OCc2ccc(C(=O)N(C)C)o2)cc1 | -5
O=C(CSc1nnc(-c2ccncc2)n1-c1ccc(F)cc1)c1ccccc1 | -7
C[C@@H]1CN([C@@H](C)CO)C(=O)c2cc(NC(=O)Cc3ccccc3)ccc2O[C@H]1CN(C)C(=O)Nc1ccc(F)cc1 | 3
Cn1cnnc1SCC(=O)N1c2ccccc2Sc2ccc(C(F)(F)F)cc21 | 34
C[C@H]1CN([C@@H](C)CO)C(=O)c2cccc(NC(=O)Nc3cccc4ccccc34)c2O[C@@H]1CN(C)C(=O)Nc1ccccc1 | -3
O=C(CCCCC(=O)N/N=C/c1c(O)ccc2ccccc12)NO | -8
C[C@H]1CN([C@@H](C)CO)C(=O)CCCn2cc(nn2)CO[C@@H]1CN(C)C(=O)Nc1cccc(C(F)(F)F)c1 | 9
C[C@H]1CN([C@@H](C)CO)C(=O)Cc2cc(NC(=O)Nc3ccccc3)ccc2O[C@@H]1CN(C)S(=O)(=O)c1cccs1 | 8
CCN(CC)C(=O)C1Sc2nnc(-c3ccccc3)n2NC1c1ccc(C)cc1 (stereo unspecified) | 55
O=S(=O)(c1ccc2ccccc2c1)N1CCCCC1 | 11
COc1ccc(CN=C(Nc2ccccc2)SC2CC(=O)NC2=O)cc1 (stereo unspecified) | -1
CS(=O)(=O)N(CC(=O)Nc1cccnc1)c1cccc(Br)c1 | 2
C[C@H](CO)N1C[C@H](C)[C@H](CN(C)Cc2ccc(Oc3ccccc3)cc2)Oc2c(NC(=O)Nc3ccc4c(c3)OCO4)cccc2C1=O | 33
C[C@@H]1CCCCO[C@@H](CN(C)C(=O)C2CCCCC2)[C@@H](C)CN([C@H](C)CO)C(=O)c2cc(NS(=O)(=O)c3cccs3)ccc2O1 | 109*
O=c1[nH]nc(SCCS(=O)(=O)c2ccc(F)cc2)n1Cc1ccco1 | -14
C[C@@H]1CN([C@H](C)CO)C(=O)CCCn2cc(nn2)CO[C@@H]1CN(C)C(=O)Nc1ccc(F)cc1 | -2
C[C@@H]1CN([C@@H](C)CO)C(=O)Cc2cc(NC(=O)C3CCCCC3)ccc2O[C@@H]1CN(C)Cc1ccc(C(=O)O)cc1 | 47
Cc1noc(C)c1NC(=O)N(C)C[C@@H]1Oc2ccc(NC(=O)Nc3ccc(F)cc3)cc2C(=O)N([C@H](C)CO)C[C@@H]1C | -7
Cc1nn2c(-c3cccc(NC(=O)CN4CCOCC4)c3)nnc2c2ccccc12 | 16
Cc1c(CCC(=O)O)c(=O)oc2c(C)c(OCc3c(F)cccc3Cl)ccc12 | 35
C[C@H](CO)N1C[C@H](C)[C@@H](CN(C)Cc2ccc(-c3ccccc3)cc2)Oc2c(NC(=O)c3ccc(-c4nccs4)cc3)cccc2C1=O | 56
O=C(CSc1nnc(-c2cccc([N+](=O)[O-])c2)n1-c1ccccc1)Nc1ccc(F)cc1 | 16
Cc1coc(C)c1C(=O)CC1(O)C(=O)N(CCc2ccccc2)c2ccccc21 (stereo unspecified) | -9
COc1ccc(CN(C)C[C@H]2Oc3ccc(NS(=O)(=O)c4ccc(F)cc4)cc3C(=O)N([C@@H](C)CO)C[C@H]2C)cc1 | 13
C[C@H]1CN([C@@H](C)CO)C(=O)Cc2cc(NC(=O)c3ccncc3)ccc2O[C@H]1CN(C)CC1CCCCC1 | 5
Cc1ccc(NC(=O)CCCn2cc([N+](=O)[O-])cn2)cc1Cl | -13
COC(=O)c1cc(OC)c(OC)cc1NC(=O)C(C)Oc1ccc(OC)cc1 (stereo unspecified) | 3

Compounds shown so far containing an aryl thioether with sulfur outside any ring:
Compound | ROS inducer
Cn1c(SCc2ccccc2C#N)nnc1-c1ccc(NC(=O)c2ccc(F)cc2)cc1 | 7
O=C(O)CSc1n[nH]c(-c2cccs2)n1 | 36
Cc1cccc(NC(=O)CSc2nnc3c4ccccc4nc(-c4ccccc4)n23)c1 | 63
O=C(CSc1nnc(-c2ccncc2)n1-c1ccc(F)cc1)c1ccccc1 | -7
Cn1cnnc1SCC(=O)N1c2ccccc2Sc2ccc(C(F)(F)F)cc21 | 34
O=c1[nH]nc(SCCS(=O)(=O)c2ccc(F)cc2)n1Cc1ccco1 | -14
O=C(CSc1nnc(-c2cccc([N+](=O)[O-])c2)n1-c1ccccc1)Nc1ccc(F)cc1 | 16

Two of the compounds above, with each value named:
C[C@H]1CN([C@@H](C)CO)C(=O)Cc2cc(NC(=O)Nc3ccccc3)ccc2O[C@@H]1CN(C)S(=O)(=O)c1cccs1
  ROS inducer: 8
CCN(CC)C(=O)C1Sc2nnc(-c3ccccc3)n2NC1c1ccc(C)cc1 (stereo unspecified)
  ROS inducer: 55

Additional structures:
Compound | ROS inducer
CC(C)NC(=O)Nc1ccc2c(c1)C(=O)N([C@H](C)CO)C[C@H](C)[C@H](CN(C)C(=O)CCCN(C)C)OCCCC[C@@H](C)O2 | 2
Cc1ccccc1-c1nnc(SCC(=O)Nc2ccc(C(C)C)cc2)n1C | -10
C[C@@H]1CN([C@H](C)CO)C(=O)c2cccc(NS(=O)(=O)c3cccs3)c2O[C@H]1CN(C)CC1CCCCC1 | 5
CCc1cccc(CC)c1NC(=O)Cn1cnc2ccccc2c1=O | -4
C[C@H]1CN([C@@H](C)CO)C(=O)c2cc(NC(=O)CCCN(C)C)ccc2O[C@@H]1CN(C)S(=O)(=O)c1ccc(Cl)cc1 | -2
C[C@@H]1CN([C@H](C)CO)C(=O)c2cc(N(C)C)ccc2O[C@H]1CN(C)Cc1ccc(C(F)(F)F)cc1 | -4
C[C@@H]1CN([C@@H](C)CO)C(=O)Cc2cc(NS(=O)(=O)c3cn(C)cn3)ccc2O[C@@H]1CN(C)S(=O)(=O)c1cccs1 | -5
O=C(O)c1[nH]c2ccccc2c1CNCc1ccccc1 | 4
COc1ccccc1NC(=O)CNC(=O)c1ccc(F)cc1 | -4
COc1ccc(CN(C)C[C@H]2OCCCC[C@@H](C)Oc3ccc(NC(=O)Nc4ccc5c(c4)OCO5)cc3C(=O)N([C@H](C)CO)C[C@@H]2C)cc1 | 1
C[C@@H]1CCCCO[C@@H](CN(C)S(=O)(=O)c2cccs2)[C@@H](C)CN([C@H](C)CO)C(=O)c2cc(NC(=O)CCC(F)(F)F)ccc2O1 | 19
Cn1c(SCCC(=O)O)nnc1-c1ccncc1 | 66
C[C@@H]1CN([C@H](C)CO)C(=O)CCCn2nncc2CO[C@H]1CN(C)C(=O)c1ccccc1 | 16
C[C@@H]1CN([C@@H](C)CO)C(=O)c2cc(NC(=O)Cc3cn(C)c4ccccc34)ccc2O[C@H]1CN(C)S(=O)(=O)c1cn(C)cn1 | 4
COc1ccccc1Nc1nc(N)nc(CN2CCOCC2)n1 | -10
CCCC1=C(C(=O)OCC)C(c2ccccc2Cl)C(C#N)=C(SC)N1 (stereo unspecified) | ?
O=C(NO)c1ccc(C(=O)N/N=C/c2cccs2)cc1 | -17
C[C@@H]1CN([C@@H](C)CO)C(=O)Cc2cc(NC(=O)Cc3cn(C)c4ccccc34)ccc2O[C@@H]1CN(C)Cc1ccc(Oc2ccccc2)cc1 | 122*
C[C@H]1CN([C@@H](C)CO)C(=O)c2cc(NS(=O)(=O)c3cccs3)ccc2O[C@@H]1CN(C)CC1CCCCC1 | 1
CN(C)/C=C(\C#N)c1nnc(-c2ccccn2)n1C | -7
C[C@@H]1CN([C@@H](C)CO)C(=O)CCCn2cc(nn2)CO[C@H]1CN(C)S(=O)(=O)c1ccc(-n2cccn2)cc1 | -16
Cc1nn(C(=O)c2ccccc2)cc1-c1nsc(Nc2ccccc2)n1 | -8
COc1ccc(CCN2C(=O)[C@@]3(Cc4ccccc42)c2ccccc2C(=O)N(C2CCCCC2)[C@H]3c2ccc(CO)cc2)cc1 | 2
CC(C)NC(=O)Nc1ccc2c(c1)CC(=O)N([C@H](C)CO)C[C@@H](C)[C@@H](CN(C)S(=O)(=O)c1cccs1)O2 | -4
Cc1noc(C)c1NC(=O)N(C)C[C@@H]1Oc2ccc(NS(=O)(=O)c3ccccc3)cc2CC(=O)N([C@@H](C)CO)C[C@@H]1C | -6
Cc1ccc(-n2c(SCc3cccc(C(F)(F)F)c3)nnc2-c2ccncc2)cc1 | 20
CC(C)c1ccc(OCCCN2CCCC2)cc1 | -13
C[C@@H]1CN([C@H](C)CO)C(=O)c2cc(NC(=O)Nc3ccc(F)cc3)ccc2O[C@@H]1CN(C)S(=O)(=O)c1ccc(F)cc1 | -10
Cc1ccc(C(O)C(=O)c2ccccc2)o1 (stereo unspecified) | 29
S=C1SCN(Cc2ccccc2)CN1Cc1ccccc1 | -14
COc1ccc(S(=O)(=O)N(C)C[C@H]2Oc3ccc(NC(=O)Nc4cccc5ccccc45)cc3C(=O)N([C@H](C)CO)C[C@@H]2C)cc1 | 20
CC(C)NC(=O)N(C)C[C@H]1Oc2ccc(NC(=O)Nc3ccccc3)cc2C(=O)N([C@H](C)CO)C[C@H]1C | -6
COc1cccc(-c2cnc3c(c2)C(=O)N([C@H](C)CO)C[C@H](C)[C@H](CN(C)C(=O)Nc2ccc(F)cc2)O3)c1 | 29
Cc1noc(C)c1NC(=O)N(C)C[C@@H]1Oc2ccc(NC(=O)NC3CCCCC3)cc2CC(=O)N([C@H](C)CO)C[C@@H]1C | -3
CCCCN(C)C(=O)Cn1cc2c(n1)CCCCC2 | -14
O=c1oc2ccccc2cc1-c1csc(Cc2nc(-c3ccc(Br)cc3)cs2)n1 | 24
CCCCCCC/C=N/NC(=O)CCCCCCC(=O)Nc1ccccc1O | -3
